Source: PubChem BioAssay
CHX counter – affects cycloheximide protein synthesis inhibition readout, counter-screen | max response, % | 12% of 300,000 active | cell reporter, cycloheximide protein synthesis inhibition counterscreen | AID 2314; in the data active means max response mostly above about 13%, no sharp cut-off; inactive means mostly below about 14%; further: read at 38.3 µM for the half of the compounds with a filed dose; 0% is about no effect
Pf growth 48h – inhibits P. falciparum growth in the first generation, 48 h. P. falciparum luciferase growth in erythrocytes, 48 h. 5.9% of 310,000 active. Potency, µM (series often up to 28.7 µM), inactives show at the top dose activity change, negative = inhibition, actives largely listed as inhibitors; further: potency means the concentration at half of the fitted maximal effect; on the % scale 0 is the no-effect control and ±100 the full control effect
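Cell-based growth assay: transgenic P. falciparum expressing firefly luciferase, cultured in red cells within RPMI 1640 containing 0.5% w/v Albumax, 24 mM bicarbonate and gentamycin. A drop in luciferase activity indicates inhibition.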
Shiga toxin inh – blocks Shiga toxin action in Vero cells; Vero cells, Shiga toxin protein synthesis inhibition reporter; 9.2% of 290,000 active; AID 2315; inhibition, % at 38.7 µM; in the data active means inhibition mostly above about 28%, no sharp cut-off; inactive means mostly below about 43%; further: 0% is about no effect
Sm TGR block – blocks Schistosoma mansoni thioredoxin glutathione reductase; Potency, µM (series often up to 114 µM), for inactives: at the top dose activity change, negative = inhibition, most hits filed as inhibitors; 3% of 360,000 active; Q962Y6; purified TGR, DTNB reduction, TNB absorbance 405 nm; further: potency means the concentration at half of the fitted maximal effect; on the % scale 0 is the no-effect control and ±100 the full control effect; nearly all actives have a fitted effect of over 60% in size
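First, TGR (20 nM dispensed) and NADPH were mixed with compound. Second, a 15 min room-temperature incubation followed. Third, further NADPH and then DTNB were added to start the reaction. Finally, TNB absorbance was monitored kinetically.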
Pf growth 96h – inhibits malaria parasite growth, 96 h; Potency, µM (series often up to 28.7 µM), without a hit: at the highest dose activity change, negative = inhibition, usual class: inhibitors; P. falciparum luciferase reporter growth, 96 h; 6.9% of 320,000 active; further: potency means the concentration at half of the fitted maximal effect; on the % scale 0 is the no-effect control and ±100 the full control effect
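Delayed-death screen, second-generation endpoint: infected erythrocytes, 2% hematocrit, 0.05% parasitemia final; 96 hours at 37 C, 5% CO2; luciferase detection reagent; luminescence decrease equals reduced growth.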
FBPA Giardia inh – inhibitors of Giardia lamblia fructose-1,6-bisphosphate aldolase. purified Giardia FBPA. Potency, µM (series often up to 59.6 µM), inactives show top-dose activity, negative = inhibition, hits mostly inhibitors. 0.71% of 290,000 active. AID 2451; further: potency means the concentration at half of the fitted maximal effect; on the % scale 0 is the no-effect control and ±100 the full control effect; nearly all actives have a fitted effect of over 55% in size
Target sequence (A8B2U2 whole entry, looked up): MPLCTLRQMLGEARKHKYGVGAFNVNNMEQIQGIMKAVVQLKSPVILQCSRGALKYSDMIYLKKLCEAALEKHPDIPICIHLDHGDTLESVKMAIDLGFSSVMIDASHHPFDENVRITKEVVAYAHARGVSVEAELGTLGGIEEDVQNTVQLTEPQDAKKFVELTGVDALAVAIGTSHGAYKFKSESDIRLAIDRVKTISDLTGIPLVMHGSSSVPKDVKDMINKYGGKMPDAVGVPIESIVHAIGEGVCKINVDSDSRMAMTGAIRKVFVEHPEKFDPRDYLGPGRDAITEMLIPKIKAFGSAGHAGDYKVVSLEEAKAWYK
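Giardia FBPA (40 nM reagent) was preincubated 10 min at RT with compound (up to 57.5 uM final), then substrate plus GAPDH/TPI/NAD/arsenate coupling system with diaphorase/resazurin was added; resorufin fluorescence (525/598 nm) was read after 20 min.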
* = called active by the depositor; [ ] = dose if it differs, or a comment. Unless noted, the call rests on the fitted dose curve; in most records, active means well fitted curve in the direction sought with a large enough effect; inconclusive means small, poorly fitted or top-dose-only effect, or another doubt; inactive means no such curve, though single readings can be large; an effect the other way counts as inactive or inconclusive.

Screening O=C(CSc1nc(C2CC2)nc2ccccc12)Nc1ccccc1 returned CHX counter -4, Pf growth 48h -15%, Shiga toxin inh 22, Sm TGR block -3%, Pf growth 96h -17% and FBPA Giardia inh 5%.
`CCN(CC)c1ccc(/C=N/NC(=S)NCc2ccco2)cc1` gave CHX counter 9, Pf growth 48h inconclusive, Shiga toxin inh 6, Sm TGR block 5%, Pf growth 96h inconclusive and FBPA Giardia inh 2%.
For CCOc1cc(/C=C2\C(=O)ON=C2C)ccc1OCc1ccccc1 the results were CHX counter -2, Pf growth 48h -5%, Shiga toxin inh -3, Sm TGR block -5%, Pf growth 96h -2% and FBPA Giardia inh -7%.
CC(=O)Oc1ccc2oc(-c3ccccc3)c(C(N)=O)c2c1 was read as CHX counter -3, Pf growth 48h 16%, Shiga toxin inh -3, Sm TGR block 0%, Pf growth 96h 20% and FBPA Giardia inh 4%.
CC1CC(C)CN(c2cc(N(C)CCO)c([N+](=O)[O-])c3nonc23)C1 (configuration not stated) was read as CHX counter -6, Pf growth 48h -5%, Shiga toxin inh -19, Sm TGR block -9%, Pf growth 96h 30%[activator] and FBPA Giardia inh -1%.
Screening O=C(NC1CCCC1)C(c1ccsc1)N(Cc1ccccc1)C(=O)Cc1cccs1 (configuration not stated) returned CHX counter 9, Pf growth 48h -9%, Shiga toxin inh -7, Sm TGR block 25%, Pf growth 96h inconclusive and FBPA Giardia inh 0%.
`Cc1oc(=O)c(NC(=O)c2ccccc2)cc1C(N)=O` gave CHX counter 3, Pf growth 48h 0%, Shiga toxin inh 18, Sm TGR block -1%, Pf growth 96h inconclusive and FBPA Giardia inh -3%.
Screening CCCn1nnc(NC(=O)c2ccco2)n1 returned CHX counter 13, Pf growth 48h 29%, Shiga toxin inh 28, Sm TGR block 6%, Pf growth 96h 9% and FBPA Giardia inh 1%.
`Fc1cc(F)c(C2SCCN2C(=S)Nc2cccc(C(F)(F)F)c2)c(F)c1` (configuration not stated) gave CHX counter -1, Pf growth 48h inconclusive, Shiga toxin inh 15, Sm TGR block 16%, Pf growth 96h 2.9µM* and FBPA Giardia inh -19%.
Screening CC1(C)OC2CCN3C(C(O)COS3(=O)=O)C2O1 (configuration not stated) returned CHX counter -3, Pf growth 48h 22%, Shiga toxin inh -4, Sm TGR block 7%, Pf growth 96h -3% and FBPA Giardia inh -6%.

Copied from the listing, 5 compounds:
CC1CC(C)CN(c2cc(N(C)CCO)c([N+](=O)[O-])c3nonc23)C1 (configuration not stated) was read as CHX counter -6, Pf growth 48h -5%, Shiga toxin inh -19, Sm TGR block -9%, Pf growth 96h 30%[activator] and FBPA Giardia inh -1%.
Screening O=C(NC1CCCC1)C(c1ccsc1)N(Cc1ccccc1)C(=O)Cc1cccs1 (configuration not stated) returned CHX counter 9, Pf growth 48h -9%, Shiga toxin inh -7, Sm TGR block 25%, Pf growth 96h inconclusive and FBPA Giardia inh 0%.
`Cc1oc(=O)c(NC(=O)c2ccccc2)cc1C(N)=O` gave CHX counter 3, Pf growth 48h 0%, Shiga toxin inh 18, Sm TGR block -1%, Pf growth 96h inconclusive and FBPA Giardia inh -3%.
Screening CCCn1nnc(NC(=O)c2ccco2)n1 returned CHX counter 13, Pf growth 48h 29%, Shiga toxin inh 28, Sm TGR block 6%, Pf growth 96h 9% and FBPA Giardia inh 1%.
`Fc1cc(F)c(C2SCCN2C(=S)Nc2cccc(C(F)(F)F)c2)c(F)c1` (configuration not stated) gave CHX counter -1, Pf growth 48h inconclusive, Shiga toxin inh 15, Sm TGR block 16%, Pf growth 96h 2.9µM* and FBPA Giardia inh -19%.

Going on with the list.
COc1ccc(N2CCN(C(=O)NCc3ccc(OC)c(Cl)c3)CC2)cc1 was read as CHX counter 1, Pf growth 48h inconclusive, Shiga toxin inh -4, Sm TGR block -3%, Pf growth 96h 15% and FBPA Giardia inh 3%.
`Cc1ccc(-n2c(C(C)C)nc3oc4ccccc4c(=O)c3c2=O)cc1` gave CHX counter 29*, Pf growth 48h 64%[activator], Shiga toxin inh 63*, Sm TGR block 13%, Pf growth 96h 69%[activator] and FBPA Giardia inh -5%.
Screening CCC(C)[C@H](NC(=O)[C@@H]1Cc2c([nH]c3ccccc23)C2c3ccccc3C(=O)N21)C(=O)N1CCC[C@@H]1C(=O)O (some centres not stated) returned CHX counter 0, Pf growth 48h inconclusive, Shiga toxin inh 11, Sm TGR block -1%, Pf growth 96h 10µM* and FBPA Giardia inh 10%.
Screening CN(C)c1ccc(C2CC(=O)OC3=C2C(=O)CC(C)(C)C3)cc1 (configuration not stated) returned CHX counter -1, Pf growth 48h 3%, Shiga toxin inh -5, Sm TGR block -11%, Pf growth 96h 5% and FBPA Giardia inh -5%.
CCN(CC)CCN(C(=O)c1ccc(C(=O)c2ccccc2)cc1)c1nc2c(OC)cccc2s1 was read as CHX counter -4, Pf growth 48h -1%, Shiga toxin inh -26, Sm TGR block 12%, Pf growth 96h -15% and FBPA Giardia inh -15%.
Screening Cc1ccc(S(=O)(=O)N2CCCN(C)c3nc4ccccc4nc32)cc1 returned Pf growth 48h inconclusive, Sm TGR block -5% and Pf growth 96h 7%.
`Cc1ccc(-n2nc(C)c(NC(=O)CCl)c2C)cc1` gave CHX counter -1, Pf growth 48h 3.7µM*, Shiga toxin inh 10, Sm TGR block 50µM*, Pf growth 96h -102% and FBPA Giardia inh 2%.
CS(=O)(=O)Nc1ccc(S(=O)(=O)N2CCCCCC2)cc1 was read as CHX counter -8, Pf growth 48h 14%, Shiga toxin inh -3, Sm TGR block -10%, Pf growth 96h inconclusive and FBPA Giardia inh 10%.
For Cc1ccc(S(=O)(=O)N2CCC(C(=O)NCCCN3CCOCC3)CC2)cc1C the results were Pf growth 48h inconclusive, Sm TGR block -2% and Pf growth 96h 14%.
`Cc1cccc(OCCCn2c(=O)oc3ccccc32)c1` gave CHX counter 22*, Pf growth 48h 33%[activator], Shiga toxin inh 50*, Sm TGR block 9%, Pf growth 96h 34%[activator] and FBPA Giardia inh -10%.
Screening O=C(c1ccc(CS(=O)(=O)c2ccc(Br)cc2)o1)N1CCN(C2CCCCC2)CC1 returned CHX counter -7, Shiga toxin inh -6, Sm TGR block -5%, Pf growth 96h 24% and FBPA Giardia inh 3%.
`CC(C)[C@@H]1NC(=O)c2cc([N+](=O)[O-])cc(I)c2NCCC[C@@H](C(N)=O)NC(=O)[C@H](CO)NC1=O` gave CHX counter -4, Pf growth 48h 19%, Shiga toxin inh -11, Sm TGR block -24%, Pf growth 96h inconclusive and FBPA Giardia inh -10%.
Screening Cc1cc(Br)ccc1NC(=O)CNC(=O)c1cnn(C)c1 returned Pf growth 48h 3%, Sm TGR block -4% and Pf growth 96h 37%[activator].
O=C1OC(=O)c2c(Br)c(Br)c(Br)c(Br)c21 was read as Pf growth 48h 31%[activator], Sm TGR block -27% and Pf growth 96h 54%[activator].
`Cc1ccc(N(Cc2cc3ccc(C)cc3[nH]c2=O)S(C)(=O)=O)c(C)c1` gave CHX counter 1, Pf growth 48h -18%, Shiga toxin inh -1, Sm TGR block 5%, Pf growth 96h -17% and FBPA Giardia inh -7%.
`Cn1c(N)c(C(=O)COC(=O)CCCN2C(=O)c3ccccc3C2=O)c(=O)n(C)c1=O` gave CHX counter 1, Pf growth 48h 4%, Shiga toxin inh -5, Sm TGR block -17%, Pf growth 96h 14% and FBPA Giardia inh 1%.
`Cc1ccc2nc(NC(=O)c3ccc(NS(=O)(=O)c4cccs4)cc3)sc2c1` gave CHX counter 29*, Pf growth 48h inconclusive, Shiga toxin inh 15, Sm TGR block 0%, Pf growth 96h 0.47µM* and FBPA Giardia inh 3%.
CC1(C)Oc2ccccc2OC1(O)c1ccc2ccccc2n1 (configuration not stated) was read as CHX counter -3, Pf growth 48h -30%, Shiga toxin inh -11, Sm TGR block 1%, Pf growth 96h -24% and FBPA Giardia inh 0%.
`CC(C)[C@H](NC(=O)Nc1ccccc1F)C(=O)O` gave CHX counter 5, Shiga toxin inh -5, Sm TGR block 2%, Pf growth 96h 5% and FBPA Giardia inh 4%.
`COc1cc2cc(C(=O)N3CCN(Cc4ccc5c(c4)OCO5)CC3)[nH]c2cc1OC` gave CHX counter 1, Pf growth 48h inconclusive, Shiga toxin inh -12, Sm TGR block -19%, Pf growth 96h inconclusive and FBPA Giardia inh 4%.
For COc1ccc(CNC(=O)CCc2ccc(S(=O)(=O)N3CCCCCC3)cc2)cc1OC the results were Pf growth 48h inconclusive, Sm TGR block -8% and Pf growth 96h inconclusive.
`CC(C)(C)NC(=O)COC(=O)CCC(=O)c1cccs1` gave CHX counter -2, Pf growth 48h -3%, Shiga toxin inh -19, Sm TGR block 5%, Pf growth 96h 20% and FBPA Giardia inh 6%.
`OCCC1CN(Cc2ccc(F)cc2Cl)CCN1CCc1ccccc1` (configuration not stated) gave CHX counter 0, Pf growth 48h -27%, Shiga toxin inh -6, Sm TGR block 0%, Pf growth 96h inconclusive and FBPA Giardia inh -1%.
CC(=O)c1cccc(NC(=O)COC(=O)[C@@H](NC(=O)OCc2ccccc2)C(C)C)c1 was read as CHX counter -7, Pf growth 48h 1%, Shiga toxin inh -11, Sm TGR block -20%, Pf growth 96h -10% and FBPA Giardia inh -3%.
CCCc1nc2cc(Cl)c([N+](=O)[O-])cc2o1 was read as CHX counter 4, Pf growth 48h -22%, Shiga toxin inh 38, Sm TGR block 22%, Pf growth 96h inconclusive and FBPA Giardia inh -1%.
`Cc1nc(SCC#N)c2c3c(sc2n1)CCC3` gave CHX counter -2, Pf growth 48h 1%, Shiga toxin inh -13, Sm TGR block -1% and FBPA Giardia inh 1%.
`C=CCNC(=O)C(C)Sc1ccc(Cl)cc1` (configuration not stated) gave CHX counter -2, Pf growth 48h -1%, Shiga toxin inh -4, Sm TGR block 2%, Pf growth 96h inconclusive and FBPA Giardia inh 15%.
`COc1ccc(C)cc1N(CC(=O)NCCN1CCOCC1)S(=O)(=O)c1ccccc1` gave Pf growth 48h 4%, Sm TGR block 1% and Pf growth 96h inconclusive.
`O=C(Oc1ccc(-c2ccccc2)cc1)N1CCOCC1` gave CHX counter 39*, Pf growth 48h 151%[activator], Shiga toxin inh 109*, Sm TGR block 0% and FBPA Giardia inh -1%.
For O=C(NCCc1ccc(Cl)cc1)C1CCN(C(=O)c2sccc2-n2cccc2)CC1 the results were CHX counter 10, Shiga toxin inh -3, Sm TGR block 0%, Pf growth 96h 29% and FBPA Giardia inh 1%.
Screening CC(CNc1nc2ccccc2n2cnnc12)c1ccccc1 (configuration not stated) returned CHX counter 4, Pf growth 48h inconclusive, Shiga toxin inh -10, Sm TGR block -2%, Pf growth 96h 24% and FBPA Giardia inh -10%.
`COc1ccc(N=Nc2ccc(N)nc2N)cc1` gave CHX counter 70*, Pf growth 48h 219%[activator], Shiga toxin inh 107*, Sm TGR block -15%, Pf growth 96h 210%[activator] and FBPA Giardia inh -25%.
